# Compound activity: PubChem, NMMLSC
# Bcl-XL Bim block = disrupts Bim peptide binding to human Bcl-XL. bead flow cytometry, fluorescence. Q07817. inhibition, % at 10 µM. 0.04% of 190,000 active
# Target sequence (Q07817 whole entry, looked up): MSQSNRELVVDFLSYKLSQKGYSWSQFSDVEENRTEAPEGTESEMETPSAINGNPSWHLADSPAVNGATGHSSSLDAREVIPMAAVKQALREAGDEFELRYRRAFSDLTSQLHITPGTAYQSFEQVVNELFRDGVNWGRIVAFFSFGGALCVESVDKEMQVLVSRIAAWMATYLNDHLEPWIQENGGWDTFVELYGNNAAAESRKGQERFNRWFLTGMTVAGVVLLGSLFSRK
# ABCG2 inh = human ABCG2 inhibition, ABCB1 as counter-screen. IgMXP3 cells, JC-1 efflux, flow cytometry. Q9UNQ0. 0.1% of 190,000 active. inhibition, % at 6.6 µM;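 active = inhibition above 80%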;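 note: 0% = DMSO and 100% = nicardipine control wells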
#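 System: two drug-resistant human cell lines, ABCG2 and ABCB1; controls: nicardipine high and DMSO low controls; times: 10 min exposure at 25 °C with rotation, no wash; detection: flow cytometry of retained JC-1 fluorescence; read-out basis: percent efflux inhibition, scaled nicardipine 100% to DMSO 0%; doses: one concentration, 6.6 µM final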
# RGS7-Gao reg = regulators of human RGS7-Galphao interaction; P09471; Multiplexed bead flow cytometry, RGS7-Galphao binding; actives lie on both sides; binding response (% of control), % at 10 µM; 0.35% of 220,000 active; AID 1439; in the data active = binding response below about 49% or above about 150%; inconclusive = no clear call, values can overlap the other calls; inactive = in between;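 note: fluorescent Galphao held in activated GDP-AlF4 state binding bead-coupled RGS7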
# Target sequence (P09471 whole entry, looked up): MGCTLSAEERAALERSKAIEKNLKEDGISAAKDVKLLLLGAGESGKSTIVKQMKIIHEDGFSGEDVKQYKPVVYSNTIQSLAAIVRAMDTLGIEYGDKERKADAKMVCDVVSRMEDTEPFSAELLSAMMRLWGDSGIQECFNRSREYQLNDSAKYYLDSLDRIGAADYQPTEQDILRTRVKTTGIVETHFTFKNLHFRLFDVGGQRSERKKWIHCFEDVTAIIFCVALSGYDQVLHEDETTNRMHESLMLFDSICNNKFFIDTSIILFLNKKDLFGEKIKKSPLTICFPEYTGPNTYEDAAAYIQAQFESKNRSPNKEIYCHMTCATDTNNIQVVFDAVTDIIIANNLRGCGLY
# RGS4-Gao reg = modulates binding of RGS4 to human Galphao; P09471; Multiplexed bead flow cytometry; actives lie on both sides; binding response (% of control), % at 10 µM; 0.33% of 220,000 active; in the data active = binding response below about 49% or above about 150%; inactive = in between;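 note: fluorescent Galphao activated with aluminum fluoride binding bead-coupled RGS4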
# Bim-Bcl-W = inhibitors of Bim-Bcl-W interaction, human; Q92843; 0.02% of 190,000 active; bead-based flow cytometry, Bim peptide-Bcl-W binding; inhibition, % at 10 µM;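 note: 0% = bound tracer without compound and 100% = peptide blocker; higher means less fluorescent Bim peptide bound to Bcl-W beads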
# Target sequence (Q92843 whole entry, looked up): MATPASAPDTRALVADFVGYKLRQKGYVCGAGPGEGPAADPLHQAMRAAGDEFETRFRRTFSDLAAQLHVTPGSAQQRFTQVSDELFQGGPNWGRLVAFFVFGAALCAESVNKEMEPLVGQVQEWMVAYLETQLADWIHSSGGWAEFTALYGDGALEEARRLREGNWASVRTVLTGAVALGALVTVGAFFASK
# Bim-Bcl-B = inhibitors of Bim-Bcl-B interaction, human; Q9HD36; bead-based flow cytometry, Bim peptide-Bcl-B binding; inhibition, % at 10 µM; 0.073% of 190,000 active;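 note: 0% = tracer peptide without compound and 100% = reference inhibitor peptide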
# Target sequence (Q9HD36 whole entry, looked up): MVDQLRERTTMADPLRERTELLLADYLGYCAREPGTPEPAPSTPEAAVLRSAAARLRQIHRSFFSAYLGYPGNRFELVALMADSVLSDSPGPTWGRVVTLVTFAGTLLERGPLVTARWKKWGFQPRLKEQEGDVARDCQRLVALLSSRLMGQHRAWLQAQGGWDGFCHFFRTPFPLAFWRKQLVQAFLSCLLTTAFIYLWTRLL
# Bfl-1 Bim block = inhibitors of Bim-Bfl-1 interaction, human; 0.12% of 190,000 active; inhibition, % at 10 µM; Bead-based flow cytometry, Bim-Bfl-1 binding inhibition; AID 1008;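 note: 0% = wells without compound plus tracer and 100% = blocker peptide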
# Bcl-2 Bim block = disrupts Bim peptide binding to human Bcl-2; Bead-based flow cytometry, Bim peptide-Bcl-2 binding; P10415; inhibition, % at 10 µM; 0.06% of 190,000 active; in the data active = inhibition above about 40%; inconclusive = no clear call, values can overlap the other calls;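 note: 0% = no compound wells with probe peptide and 100% = reference peptide inhibitor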
# Avidin bead fluor = avidin bead compound fluorescence profile; Avidin beads, compound fluorescence 488/530 nm, flow cytometry; active compounds read high; fluorescence (KMESF) at 10 µM; 0.38% of 220,000 active; AID 1775; in the data active = fluorescence above about 47; note: inactives centre near 10
# ABCB1 inh = inhibitors of human ABCB1 transporter, ABCG2 counter-screen; CCRF-Adr cells, JC-1 efflux, flow cytometry; 0.067% of 190,000 active; inhibition, % at 6.6 µM; P08183; in the data active = inhibition above about 40%;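 note: 0% = vehicle and 100% = reference inhibitor; higher value means more JC-1 retained so stronger ABCB1 efflux block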
# GSH fluor = GSH bead compound fluorescence profile. GSH beads flow cytometry, compound fluorescence 488/530 nm; active compounds read high. fluorescence (KMESF) at 10 µM. 0.25% of 190,000 active. AID 1776; in the data active = fluorescence above about 89;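 note: glutathione beads carrying GST-tagged Bcl family fusion proteins plus one bare bead set; values are compound well signal with DMSO vehicle wells as background; inactives centre near 16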
# Starred values were filed as active, the others as inactive; ? = inconclusive; . = no result given. Cut-off read from the data, not from the text of the source, unless noted: active = inhibition above about 40%.
item	mol	Bcl-XL Bim block	ABCG2 inh	RGS7-Gao reg	RGS4-Gao reg	Bim-Bcl-W	Bim-Bcl-B
1	CCOC(=O)CSc1nnc(C)n1N	-1	2	94	97	0	1
2	CC(C)C(NC(=O)c1ccco1)C(=O)OCC(=O)Nc1ccc(C(N)=O)cc1 (stereo not given)	-1	1	?	101	-1	-3
3	COc1ccccc1-n1c(-c2cc(-c3ccc(F)cc3)n[nH]2)n[nH]c1=S	16	0	102	102	47*	24
4	Cc1ccc(NC(=O)C2(N3CCC3=O)CCCCC2)cc1	-1	0	101	102	-4	-2
5	Cc1nnc(C)c2c(C)n(C(c3ccccc3)c3ccccc3)c(C)c12	-2	15	99	99	0	-1
6	O=C(c1ccc(Br)cc1)c1cc([N+](=O)[O-])ccc1N1CCOCC1	-4	4	96	95	-2	-4
7	O=C(O)CCn1c(-c2ccccc2)cc2c1CCCC2=O	-5	1	116	117	-4	-1
8	CCC(=O)Nc1nonc1-c1nc2ccccc2n1Cc1cccc2ccccc12	-18	2	96	94	-13	-17

item	Bfl-1 Bim block	Bcl-2 Bim block	Avidin bead fluor	ABCB1 inh	GSH fluor
1	0	0	14	0.2	7
2	-4	-2	21	1.0	12
3	38	44*	10	-0.1	12
4	-3	0	.	-0.1	13
5	-6	-2	11	1.7	46
6	-7	-1	12	0.7	21
7	-3	-1	6	0.2	25
8	-7	-1	18	0.9	26

# (listing goes on)
item	mol	Bcl-XL Bim block	ABCG2 inh	RGS7-Gao reg	RGS4-Gao reg	Bim-Bcl-W	Bim-Bcl-B
9	CC(=O)OC(COc1ccccc1)Cn1cnc2ccccc21 (stereo not given)	0	4	92	92	0	-1
10	Cc1cc(C)cc(NC(=S)NCCSc2ccc(Cl)cc2)c1	-3	-1	96	96	-3	-11
11	COc1ccc(-c2nnc(CSc3nc4ccccc4c(=O)n3CC(C)C)o2)cc1OC	4	2	103	102	0	-6
12	CCOC(=O)C1=C(N)OC2=C(C(=O)CCC2)C1c1ccccc1OC (stereo not given)	0	-6	99	99	0	-1
13	CC(C)(C)C(=O)CSc1ncccn1	-12	4	113	105	-8	-48
14	O=C(CNC1CCCCCC1)Nc1ccc(N2CCCC2)cc1	-2	4	98	98	1	3
15	COc1cc(CC(=O)NCc2ccccn2)cc(OC)c1OC	-6	10	103	102	-2	-4
16	COC(=O)C1=C(C)NC(=O)NC1c1cccc(OC)c1OCc1ccccc1 (stereo not given)	-3	1	105	100	1	0

item	Bfl-1 Bim block	Bcl-2 Bim block	Avidin bead fluor	ABCB1 inh	GSH fluor
9	-5	0	9	0.2	10
10	-1	-16	13	-0.3	12
11	-5	-1	10	0.5	62
12	-4	0	11	-2.0	16
13	2	-5	11	6.2	15
14	2	4	31	1.0	7
15	-18	-15	15	0.1	27
16	-4	-1	8	0.4	4

# Complete entries from above. Screens in order: Bcl-XL Bim block | ABCG2 inh | RGS7-Gao reg | RGS4-Gao reg | Bim-Bcl-W | Bim-Bcl-B | Bfl-1 Bim block | Bcl-2 Bim block | Avidin bead fluor | ABCB1 inh | GSH fluor
# COC(=O)C1=C(C)NC(=O)NC1c1cccc(OC)c1OCc1ccccc1 (stereo not given) in the list: -3 | 1 | 105 | 100 | 1 | 0 | -4 | -1 | 8 | 0.4 | 4
# COc1ccc(-c2nnc(CSc3nc4ccccc4c(=O)n3CC(C)C)o2)cc1OC in the list: 4 | 2 | 103 | 102 | 0 | -6 | -5 | -1 | 10 | 0.5 | 62
# CC(=O)OC(COc1ccccc1)Cn1cnc2ccccc21 (stereo not given) in the list: 0 | 4 | 92 | 92 | 0 | -1 | -5 | 0 | 9 | 0.2 | 10
# Cc1cc(C)cc(NC(=S)NCCSc2ccc(Cl)cc2)c1 in the list: -3 | -1 | 96 | 96 | -3 | -11 | -1 | -16 | 13 | -0.3 | 12
# O=C(CNC1CCCCCC1)Nc1ccc(N2CCCC2)cc1 in the list: -2 | 4 | 98 | 98 | 1 | 3 | 2 | 4 | 31 | 1.0 | 7

# The list continues:
item	mol	Bcl-XL Bim block	ABCG2 inh	RGS7-Gao reg	RGS4-Gao reg	Bim-Bcl-W	Bim-Bcl-B
17	c1ccc(Cn2nnc(-c3ccccc3)n2)cc1	-2	3	103	102	-1	0
18	CC1Cc2ccccc2N1C(=O)COc1nc2ccccc2nc1N1CCOCC1 (stereo not given)	-15	2	110	115	1	-3
19	Cc1ccc(C)c(S(=O)(=O)Nc2nc3ccc(S(N)(=O)=O)cc3s2)c1	-1	0	103	95	0	-5
20	CCOC(=O)CC(NC(=O)c1ccc(C)cc1)c1ccc(C)cc1 (stereo not given)	-2	3	118	113	0	-2
21	CCN(CC)S(=O)(=O)c1ccc(N2CCOCC2)c(NC(=O)C23CC4CC(CC(Cl)(C4)C2)C3)c1	-1	10	104	107	1	0
22	COc1ccc(C(CNC(=O)C2CC(=O)N(Cc3ccc(C)cc3)C2)N(C)C)cc1 (stereo not given)	-1	12	101	101	-4	-8
23	CC(NC(=O)CSc1nnc(-c2cccc(S(=O)(=O)N3CCCCC3)c2)o1)C12CC3CC(CC(C3)C1)C2 (stereo not given)	-5	3	98	101	-3	-8
24	O=C(Cc1ccccc1F)c1ccc(O)cc1O	-3	22	104	100	-6	-2

item	Bfl-1 Bim block	Bcl-2 Bim block	Avidin bead fluor	ABCB1 inh	GSH fluor
17	-2	-3	5	0.8	16
18	-9	-2	7	0.8	31
19	4	0	7	-0.3	9
20	0	-4	6	0.7	19
21	0	2	12	1.5	7
22	-7	-6	12	-0.5	34
23	-15	-11	7	1.2	52
24	-4	0	9	1.0	10

# The results go on:
item	mol	Bcl-XL Bim block	ABCG2 inh	RGS7-Gao reg	RGS4-Gao reg	Bim-Bcl-W	Bim-Bcl-B
25	O=C(Nc1cccc2ccccc12)NC1CCS(=O)(=O)C1 (stereo not given)	0	0	128	96	0	-4
26	COC(=O)NNC(=O)c1ccccc1OC	0	18	?	93	1	0
27	Cn1c(CSCc2ccc(Cl)cc2)nnc1SCC(=O)Nc1nc2ccccc2s1	3	11	.	.	4	-8
28	CCOc1ccc(S(=O)(=O)Nc2cc(OC)c(OC)cc2C(=O)O)cc1	-8	0	104	104	1	-7
29	CSc1ccccc1C(=O)Nc1cc(C)cc(C)c1	-4	4	93	93	0	-6
30	Cc1noc(C)c1COc1ncnc2ccccc12	0	0	103	102	0	0
31	Cc1ccc(C2(C(F)(F)F)NC(=O)N3CCCN=C3S2)cc1 (stereo not given)	-6	15	101	100	-3	-3
32	COc1cccc(O)c1CN1CCCC(C(=O)c2cccc(C(F)(F)F)c2)C1 (stereo not given)	0	1	105	103	2	0

item	Bfl-1 Bim block	Bcl-2 Bim block	Avidin bead fluor	ABCB1 inh	GSH fluor
25	-6	-5	58*	0.3	17
26	-2	0	10	0.0	16
27	-8	-6	.	0.1	39
28	-17	-5	11	-0.1	5
29	-8	-5	8	0.7	49
30	-2	-2	14	-0.1	12
31	0	-2	16	1.4	15
32	2	2	9	1.0	30

# Remaining list, next part.
item	mol	Bcl-XL Bim block	ABCG2 inh	RGS7-Gao reg	RGS4-Gao reg	Bim-Bcl-W	Bim-Bcl-B
33	Cc1cccc(NC(=S)N2CCC(N(C)CC3CCCO3)CC2)c1C (stereo not given)	-1	0	99	100	0	-3
34	O=C(O)c1cccc(-n2c(-c3cnccn3)n[nH]c2=S)c1	-8	11	?	97	-10	-15
35	CC(C)(C)NCc1ccc(OCc2cccs2)cc1	0	8	98	101	-2	2
36	COc1ccccc1N1CCN(C(=O)c2cc3c(=O)n(C)c4ccccc4c3n2C)CC1	0	2	100	104	0	4
37	CC(C)(C)C(=O)COC(=O)c1ccc(N)c([N+](=O)[O-])c1	0	8	99	104	-1	-4
38	CC(C)(C)c1ccc(-c2cc(C(=O)NNC(=O)Nc3ccccc3)c3ccccc3n2)cc1	-9	0	87	86	1	-4
39	O=C(NCc1ccco1)c1nc2ncccn2n1	-2	5	100	102	-1	-3
40	CCc1nnc(NC(=O)CSc2nnc(-c3ccccc3O)o2)s1	-3	2	112	101	-2	-5

item	Bfl-1 Bim block	Bcl-2 Bim block	Avidin bead fluor	ABCB1 inh	GSH fluor
33	0	-1	34	0.2	13
34	-8	-5	9	0.8	16
35	6	0	10	1.0	26
36	0	4	10	1.4	20
37	-5	-6	7	0.7	21
38	-10	-5	7	0.2	40
39	-1	-2	9	0.7	10
40	-5	-5	22	-0.1	14

# (next part)
item	mol	Bcl-XL Bim block	ABCG2 inh	RGS7-Gao reg	RGS4-Gao reg	Bim-Bcl-W	Bim-Bcl-B
41	CCN(CC)N=Nc1ccc(C(=O)O)cc1	-5	-3	107	108	-1	-9
42	O=C(O)C1=C[C@@H](c2ccc3c(c2)OCO3)C[C@@H](OCCCCO)O1	-2	0	108	102	0	-2
43	O=C(O)c1ccc(/C=N/Nc2cccc(C(F)(F)F)c2)cc1	0	2	?	99	-3	-4
44	CC(C)C(NC(=O)c1cccs1)C(=O)NC1=NCCS1 (stereo not given)	-6	2	99	104	-2	-8
45	Cc1cc(C(=O)NNC(=S)NCc2ccccc2)cs1	-6	0	100	100	-2	-20
46	CCCCCn1c(CN2CCN(CCO)CC2)nc2c1c(=O)n(C)c(=O)n2C	-5	0	94	92	1	-4
47	CCN(C(C)=O)c1nc(CCl)cs1	0	4	88	92	0	-1
48	O=C(CN(c1ccc(Cl)c(C(F)(F)F)c1)S(=O)(=O)c1ccccc1)N/N=C/c1cccc2c1OCCO2	-8	12	97	101	0	-10

item	Bfl-1 Bim block	Bcl-2 Bim block	Avidin bead fluor	ABCB1 inh	GSH fluor
41	0	-4	12	0.3	1
42	-1	-3	6	0.2	20
43	-8	-5	9	0.0	15
44	-11	-7	14	0.7	33
45	1	0	4	0.0	8
46	-10	-6	8	-0.9	18
47	-7	-1	10	0.4	11
48	-16	-8	12	-0.4	34

# (continued)
item	mol	Bcl-XL Bim block	ABCG2 inh	RGS7-Gao reg	RGS4-Gao reg	Bim-Bcl-W	Bim-Bcl-B
49	COc1cc(/C=C2/SC(=S)N(CC(=O)NC(C)(C)C)C2=O)cc(OC)c1OC	2	-5	104	100	0	-9
50	COc1cccc(-c2nn3c(-c4ccccn4)nnc3s2)c1	6	21	107	105	9	7
51	CN(Cc1ccccc1)CC(O)COc1ccc(CNCCOc2cccnc2)cc1 (stereo not given)	-4	5	95	98	-5	-10
52	Cc1ccc(C(c2nnnn2CCC(C)C)N2CCN(C)CC2)cc1 (stereo not given)	-2	3	103	104	0	0
53	CCOc1ccc(CNC(=O)c2cc3oc4ccccc4c3n2C)cc1	-1	2	99	103	0	-5
54	Cc1ccc(Cn2cnc3c(cnn3C(C)(C)C)c2=O)cc1	-2	4	96	97	0	-6
55	CCc1c(C)nc2cc(-c3cc(OC)cc(OC)c3)nn2c1N1CCCC1	-13	51	99	98	-1	-10
56	Cc1ccc(-n2c(=O)cc(N3CCCCCC3)[nH]c2=O)cc1	-1	1	102	101	1	-4
57	O=C(c1nc2ccc(Cl)cn2c1CNCCn1ccnc1)N1CCCCCCC1	-4	-1	102	102	-3	-5
58	Cc1nnc(NC(=O)CSc2nnc(CNC(=O)c3ccccc3)n2-c2ccccc2)s1	-8	0	103	102	-1	-7

item	Bfl-1 Bim block	Bcl-2 Bim block	Avidin bead fluor	ABCB1 inh	GSH fluor
49	0	2	2	-1.0	6
50	-3	0	6	0.1	10
51	-5	-6	2	0.2	14
52	0	2	38	0.4	13
53	0	0	36	0.3	19
54	-6	-2	7	1.6	17
55	-20	-14	15	1.2	34
56	-9	-9	6	0.2	19
57	-4	-1	11	-0.6	15
58	-11	-6	7	0.2	12
